Fh CTSL1 inh: cathepsin L1 inhibition, PFM18AAP counter-screen. AID 1906. recombinant F. hepatica cathepsin L1, Z-Leu-Arg-MCA fluorescence. inhibition, % at 5.96 µM. 300,000 tested, 0.49% active;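 active = inhibition above the mean of all tested compounds plus 3 SD, set per screening campaign, cut at about 17% in these data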;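 note: 0% = plate median of test compound wells and 100% = 1 µM Z-Phe-Ala-diazomethylketone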
PP5 inh: PP5 (human) phosphatase inhibition; P53041; purified PP5c, OMFP substrate fluorescence; inhibition, % at 6.7 µM; 320,000 tested, 0.18% active; AID 1987;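 active = inhibition above the campaign's mean inhibition across all tested compounds plus 3 SD, cut at about 9.5% in these data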;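 note: 0% = DMSO only and 100% = 100 µM cantharidin control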
Target sequence (P53041 whole entry, looked up): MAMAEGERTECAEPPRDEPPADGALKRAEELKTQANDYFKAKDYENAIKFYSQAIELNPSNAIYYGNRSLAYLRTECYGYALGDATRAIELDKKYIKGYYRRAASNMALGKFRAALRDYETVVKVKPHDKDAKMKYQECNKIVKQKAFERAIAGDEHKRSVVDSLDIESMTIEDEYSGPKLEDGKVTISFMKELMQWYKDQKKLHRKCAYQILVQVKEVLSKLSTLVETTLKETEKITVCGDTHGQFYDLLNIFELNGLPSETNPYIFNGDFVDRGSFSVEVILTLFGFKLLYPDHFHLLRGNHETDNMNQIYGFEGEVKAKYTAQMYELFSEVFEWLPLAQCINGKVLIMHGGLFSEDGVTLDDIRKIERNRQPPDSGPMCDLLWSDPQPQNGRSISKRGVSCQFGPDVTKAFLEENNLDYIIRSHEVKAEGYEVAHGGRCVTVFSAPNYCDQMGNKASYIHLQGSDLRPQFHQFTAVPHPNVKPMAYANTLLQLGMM
Efflux pump inh: antifungal efflux pump inhibition, Nile Red retention; S. cerevisiae Candida pump triplex; inhibition, % at 10 µM; 330,000 tested, 0.44% active;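 active = plate passing quality check with inhibition over a set limit, or well fluorescence over plate mean plus 4 SD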;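 note: Nile Red retained in pooled yeast measured as flow cytometry median fluorescence; 0% = buffer negative control and 100% = Enniatin B positive control; higher means more Nile Red kept so more efflux inhibition; some compounds called inactive have numbers as strong as hits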
PP1 inh: blocks human PP1-alpha phosphatase, a PP5 counter-screen | P62136 | purified PP1alpha, OMFP fluorescence | inhibition, % at 6.7 µM | 320,000 tested, 0.9% active | AID 2235;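 active = inhibition above the mean inhibition of all tested compounds plus 3 SD, computed separately for each screening campaign, cut at about 15% in these data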
Target sequence (P62136 whole entry, looked up): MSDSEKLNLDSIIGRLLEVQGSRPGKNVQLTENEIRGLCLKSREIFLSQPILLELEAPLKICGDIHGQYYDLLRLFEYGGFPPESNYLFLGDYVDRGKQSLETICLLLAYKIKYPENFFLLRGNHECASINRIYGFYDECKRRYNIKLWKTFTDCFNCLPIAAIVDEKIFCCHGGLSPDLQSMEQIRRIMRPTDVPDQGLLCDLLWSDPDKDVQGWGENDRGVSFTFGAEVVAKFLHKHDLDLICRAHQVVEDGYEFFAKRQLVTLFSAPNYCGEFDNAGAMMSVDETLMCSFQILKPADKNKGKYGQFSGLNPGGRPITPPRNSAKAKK
TPT1 inhibitor: C. albicans TPT1 enzyme inhibition; inhibition, % at 5 µM; AID 1962; recombinant caTPT1, FP RNA substrate dephosphorylation; 300,000 tested, 0.81% active;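 active = inhibition above the mean of all tested compounds plus 3 SD, set per screening campaign, cut at about 24% in these data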;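 note: plate controls were DMSO alone for no effect and ferristatin control at 100 nM for full effect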
procasp3 activ: activates human procaspase-3; P42574; recombinant procaspase-3 D3A, Ac-DEVD-pNA absorbance 405 nm; activation, % at 8.5 µM; 330,000 tested, 0.11% active; AID 463141;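 active = activation above the mean of all tested compounds plus 3 SD, cut at about 21% in these data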;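 note: 0% = DMSO alone and 100% = DMSO wells spiked with extra 5 µM PC-3 D3A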
Target sequence (P42574 whole entry D9A/D28A/D175A): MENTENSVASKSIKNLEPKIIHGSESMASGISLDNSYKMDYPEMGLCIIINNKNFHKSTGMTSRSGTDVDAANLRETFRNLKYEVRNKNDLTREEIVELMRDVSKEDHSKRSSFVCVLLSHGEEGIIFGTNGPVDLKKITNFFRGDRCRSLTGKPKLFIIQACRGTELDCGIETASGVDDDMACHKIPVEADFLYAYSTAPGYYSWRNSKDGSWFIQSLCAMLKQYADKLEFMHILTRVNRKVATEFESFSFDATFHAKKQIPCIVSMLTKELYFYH
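Test system: Procaspase-3 D3A mutant; medium: Zinc-free HEPES/NaCl buffer with 0.01% Triton X-100 at pH 7.4; reagent: DEVD-pNA substrate; doses: one concentration, 8.5 µM nominal, 0.8% DMSO; times: 1 h preincubation plus 2 h reaction at 25 °C; signal: Epi-absorbance at 405 nm of released p-nitroaniline, 0 and 120 min; replicates: singlicate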
JMJD2C inh: inhibitors of human GASC-1 (JMJD2C) demethylase. Q9H3R0. GST-JMJD2C(1-420) H3K9me3 demethylation, DELFIA europium. inhibition, % at 2.35 µM. 330,000 tested, 0.069% active;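 active = more than half of a compound's replicate wells show inhibition beyond 50%, single wells judged on their own value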;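 note: signal counts dimethyl H3K9 product captured on neutravidin plate; 0% = median of DMSO wells and 100% = 0.3 times that DMSO median; strong numbers were not always called active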
HCV core dimer: blocks dimerization of HCV core protein. TR-FRET GST/Flag-core106 dimerization, 1536-well. inhibition, % at 5 µM. 300,000 tested, 0.33% active;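 active = inhibition above the mean of all tested compounds plus 3 SD, set per screening campaign, cut at about 45% in these data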
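test system = GST/Flag-tagged HCV core106 proteins | probe or stimulus = Eu donor and XL665 acceptor anti-tag antibodies | times = compound-protein-antibody incubation 4 h at 22.5 °C | signal = TR-FRET, excitation 340 nm, emission 617 and 671 nm | measure = percent inhibition of core106 dimerization signal | controls = wells lacking GST-core106 and wells with excess unlabelled core106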
proCasp7 act: activates human procaspase-7, counter-screen for procaspase-3 activators; P55210; recombinant procaspase-7, Ac-DEVD-pNA absorbance 405 nm; D23A/D198A/D206A triple mutant, cannot self-cleave; scale: DMSO 0, 5 µM enzyme 100; activation, % at 8.5 µM; 330,000 tested, 0.093% active;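 active = percent activation above the screen-wide mean plus 3 SD, cut at about 25% in these data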
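Material: Procaspase-7 triple mutant (PC-7 D3A) | Quantity: 2 µM procaspase-7 mutant as dispensed | Reagent: DEVD-pNA substrate | Times: 1 h preincubation, 2 h reaction | Technique: 405 nm absorbance of p-nitroaniline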
Starred values were filed as active, the others as inactive; nt = not tested or not shown.

SMILES | Fh CTSL1 inh | PP5 inh | Efflux pump inh | PP1 inh | TPT1 inhibitor | procasp3 activ | JMJD2C inh | HCV core dimer | proCasp7 act
COc1cc(C(C)=O)ccc1OC(=O)C(C)N1C(=O)c2ccccc2C1=O (stereo not given) | -5 | -0.3 | -0.1 | -4 | 1 | 5 | -4 | 5 | 11
Cc1ccc(C2(C)NC(=O)N(CC(=O)NCc3ccccc3Cl)C2=O)cc1 (stereo not given) | 2 | -0.3 | -0.1 | 0 | -2 | 1 | -40 | 5 | -6
CC(C)C(=O)Nc1c2c(nc3c1CCC3)CCCC2 | 5 | -0.7 | 0.0 | 4 | 0 | -3 | -5 | -7 | 0
Cc1ccc(-c2noc(=O)n2CC(=O)c2ccc(Cl)cc2)cc1 | 0 | 1.3 | 0.0 | -6 | -5 | 6 | 5 | 3 | -2
CC(C)C(=O)OCc1cn(-c2ccc(Cl)c(Cl)c2)nn1 | 0 | 0.5 | 0.4 | -1 | 3 | 2 | -1 | 1 | -1
Nn1c(SCC(=O)NC2CCCC2)nnc1-c1ccccc1F | 3 | 0.3 | -0.1 | -3 | -2 | 0 | -5 | -4 | 5
CC1=NN(c2nc(-c3ccc(C)cc3)cs2)C(=O)C1N=Nc1ccc(C(N)=O)cc1 (stereo not given) | 1 | 0.7 | -0.1 | 1 | 14 | -4 | -13 | 32 | 2
CCCS(=O)(=O)c1nc(S(=O)(=O)c2ccc(C)cc2)c(NCc2ccc3c(c2)OCO3)s1 | 0 | -1.8 | -0.1 | 11 | 3 | -1 | -5 | 8 | 5
COc1ccc(Cl)cc1S(=O)(=O)N1CCC(C(=O)NC2CCCC2)CC1 | -2 | 3.1 | 0.0 | 1 | 0 | 2 | -2 | -7 | 12
COc1ccc(-c2nc(=S)c3c([nH]2)Oc2ccc(C)cc2C3)cc1O | 0 | 0.2 | 0.3 | -1 | -1 | -5 | 7 | -5 | 2
Cc1c(OCC(=O)N2CCC(C(N)=O)CC2)ccc2c1oc(=O)c1ccccc12 | -1 | 2.1 | -0.2 | -4 | 0 | 1 | -4 | 0 | 6
Cc1cs/c(=N/C(=S)Nc2ccccc2)n1C | -1 | 4.1 | -0.1 | -3 | -2 | 8 | -4 | -1 | 1
NC(=O)C1CCN(CC(=O)N2c3ccccc3CCc3ccccc32)CC1 | -9 | 1.0 | 0.2 | -1 | 0 | -3 | 5 | 1 | 6
CCCCCC1(C(=O)OCC)CC(CSC(=N)N)OC1=O (stereo not given) | 3 | 2.2 | -0.1 | -4 | 0 | 0 | 0 | -4 | 0
Cc1cccc(C)c1NC(=O)COC(=O)COc1ccc2c(C)cc(=O)oc2c1 | -7 | 4.6 | 0.0 | 8 | -3 | -3 | -1 | -12 | -2
O=C(O)CSc1nnc(-c2ccc(S(=O)(=O)N3CCCC3)cc2)n1Cc1ccco1 | -3 | 4.6 | 0.1 | -2 | 3 | -4 | -1 | 3 | -6
Cc1ccnc(NC(=O)c2cccc(NC(=O)c3ccccc3C)c2)c1 | -4 | 2.2 | 0.1 | 2 | 0 | -2 | -10 | -5 | -2
CC(CNC(=O)c1ccc2c(c1)OCO2)c1ccc([N+](=O)[O-])cc1 (stereo not given) | -1 | -0.4 | 0.2 | 2 | 2 | 5 | 2 | -2 | 1
COc1ccc(C(=O)c2ccc(OC)cc2OC)cc1 | 0 | 2.9 | 0.2 | -4 | 4 | -3 | 0 | -3 | 5
Cc1c(Cc2ccc3c(c2)OCO3)sc(NC(=O)c2cccc3ccccc23)c1C(N)=O | 10 | 6.5 | -0.2 | 2 | 1 | -25 | 17 | -31 | -20
CSc1cccc(N=C2C(=O)Nc3ccccc32)c1 | 1 | 3.1 | -0.1 | -2 | 3 | 1 | 3 | 3 | 11
CCOC(=O)c1cnn2c(C)cc(-c3ccccc3)nc12 | 2 | 0.9 | 0.2 | 1 | 0 | 7 | -5 | -1 | -8
COc1ccc(Cc2nnc(-c3cccc(C)c3)o2)cc1OC | 2 | 3.9 | 0.0 | 3 | -2 | 10 | -7 | -4 | -6
CN(C)S(=O)(=O)c1ccc(Cl)c(NC(=O)COC(=O)CCSc2ccccc2)c1 | -13 | 3.7 | -0.1 | 0 | 0 | 3 | 6 | 5 | 6
COc1ccc(C2C(C(=O)Nc3ccccc3OC)=C(C)Nc3ncnn32)cc1 (stereo not given) | 8 | -1.2 | -0.2 | -2 | 0 | -5 | -6 | 7 | 1

The listing continues.
SMILES | Fh CTSL1 inh | PP5 inh | Efflux pump inh | PP1 inh | TPT1 inhibitor | procasp3 activ | JMJD2C inh | HCV core dimer | proCasp7 act
CCOC(=O)C1C(=O)CC(C)(O)C(C(=O)OCC)C1c1ccc(Br)o1 (stereo not given) | -1 | 0.9 | 0.1 | -5 | 1 | 1 | 1 | 2 | -4
CC(C)N(C)C(=O)C(=O)c1cccn1-c1cccc(Cl)c1C#N | -2 | 3.8 | -0.1 | -5 | 1 | 5 | -2 | -5 | 4
CCC(CC)C(=O)N1c2ccc(F)cc2CCC1C (stereo not given) | 0 | 1.8 | 0.0 | 3 | -6 | 7 | -5 | -4 | 4
Nc1ccccc1SC1CC(=O)N(c2ccc3c(c2)OCO3)C1=O (stereo not given) | -1 | 0.8 | 0.2 | -2 | 2 | -1 | -5 | -2 | 3
O=C(Nc1ccc(N2CCCC2)cc1)c1cccc(-c2cc3ccccc3oc2=O)c1 | -2 | 1.9 | 0.2 | 13 | 7 | -11 | 2 | 35 | -21
C=CCCCCc1nc2ccccc2c(=O)n1N | -1 | 2.0 | 0.1 | 0 | 1 | 3 | 4 | -2 | -2
COCCN1C(=O)N[C@@H](c2ccco2)C(C(C)=O)=C1C | -4 | 4.2 | 0.1 | 1 | -3 | -7 | -13 | -1 | -22
O=C(COC(=O)c1ncc(Cl)c(Cl)c1Cl)NCCc1ccccc1 | -4 | -0.2 | 0.1 | -10 | -2 | -9 | -3 | -2 | 7
CCN(CC)S(=O)(=O)c1cc(NC(=O)C2=COCCO2)ccc1Cl | -4 | -0.7 | 0.1 | -4 | -3 | 2 | 10 | 1 | 7
O=C(NCCC1=CCCCC1)C1CCN(C(=O)Cc2ccccc2)CC1 | -3 | -0.1 | 0.1 | 1 | 1 | -2 | -3 | 3 | 6
CCN(CCCNC(=O)CN1C(=O)COc2ccc(S(=O)(=O)N3CCC(C)CC3)cc21)Cc1ccccc1 | 4 | 1.7 | 0.1 | -1 | 3 | 2 | 7 | 1 | 5
COc1cccc(OC)c1C(=O)OCC(=O)N(C)c1ccccc1 | -1 | 0.7 | -0.3 | -3 | -4 | -1 | -2 | 3 | 6
CCc1ccc(-n2c(C)nc3cc(C(=O)NCc4cccnc4)ccc32)cc1 | 5 | 1.5 | 0.0 | 0 | 0 | 3 | 9 | 1 | -3
CSc1ccc(S(=O)(=O)Nc2c(C)n(C)n(-c3ccccc3)c2=O)cc1 | -1 | -0.7 | 0.1 | 0 | 1 | 1 | 6 | -3 | -8
CCN1CCN(c2ccc([N+](=O)[O-])cc2S(=O)(=O)N2CCOCC2)CC1 | 3 | -0.9 | 0.0 | -2 | 1 | 8 | 29 | 2 | -16
CSc1nc(C)cc(Oc2ccc(=O)[nH]n2)n1 | -3 | -1.8 | 0.1 | 2 | -2 | 5 | 12 | -2 | 11
CC(C)(C)c1ccc(OCC(=O)Nc2ccc(-c3nc4cccnc4o3)cc2)cc1 | 4 | 0.2 | -0.1 | -1 | -1 | 2 | -1 | 8 | 3
O=C(O)c1ccccc1-c1ccccc1C(=O)Nc1nc2ccccc2s1 | -1 | -2.4 | 0.2 | -1 | 2 | -4 | 3 | 8 | -2
CC1CCCCN1C(=O)COC(=O)c1cc([N+](=O)[O-])ccc1N (stereo not given) | 4 | 0.4 | -0.1 | 2 | 0 | 1 | 61 | -4 | 2
S=c1[nH]nc(CN2CCCCC2)n1-c1ccc(Cl)cc1 | 0 | 1.3 | 0.0 | -4 | -2 | 2 | -9 | 1 | -13
CC(C)n1cc(CN2CCCC(C(=O)Nc3ccccc3Oc3cccnc3)C2)cn1 (stereo not given) | -1 | -1.4 | 0.4 | 2 | -1 | -6 | 0 | -5 | -3
CCC(C)NC(=O)C1c2ccccc2C(=O)N1Cc1cc(OC)ccc1OC (stereo not given) | -1 | -2.1 | -0.1 | -1 | -4 | 1 | -1 | -6 | -11
CCn1c(SCC(=O)Nc2ccc3c(c2)oc2ccccc23)nnc1-c1ccc(N)cc1 | 2 | 0.4 | -0.1 | 12 | 0 | 2 | 13 | 34 | -1
Cn1c(SCC(=O)Nc2nccs2)nnc1C1CC1 | -4 | 2.4 | 0.1 | 1 | 0 | -2 | -18 | 0 | -2
COC(=O)[C@H](CC(C)C)NC(=O)N1CCCCC1C (stereo not given in full) | 1 | -0.1 | -0.1 | -4 | -2 | -1 | nt | 4 | -1

Later entries:
SMILES | Fh CTSL1 inh | PP5 inh | Efflux pump inh | PP1 inh | TPT1 inhibitor | procasp3 activ | JMJD2C inh | HCV core dimer | proCasp7 act
Cc1ccc(N(C)C(=O)C2CCN(S(=O)(=O)c3ccc4c(c3)oc(=O)n4C)CC2)cc1 | -3 | 1.1 | 0.1 | 1 | 1 | 2 | -4 | -3 | 9
CN1CCN(C(=O)Nc2ccc3c(c2)N(C)C(=O)c2ccccc2S3)CC1 | -5 | 3.8 | 0.0 | 2 | 0 | 7 | 8 | 1 | 1
COc1ccc(CC(=O)Nc2ccc(-c3nnc(-c4ccccc4)o3)cc2)cc1OC | 7 | 1.8 | 0.5 | 3 | 1 | 4 | 14 | 83* | 10
O=C1ON=C(c2ccccc2)/C1=C\c1ccco1 | -4 | 1.1 | -0.1 | -8 | 19 | -1 | 3 | 7 | -7
CSCC[C@H](NC(=O)c1ccc2c(c1)OCO2)c1nnc2ccccn12 | 0 | 0.8 | 0.2 | 0 | 2 | -2 | -17 | -5 | 2
COC(=O)c1ccc(Cl)c(NC(=O)NC23CC4CC(CC(C4)C2)C3)c1 | -1 | 4.2 | -0.1 | 6 | -4 | 11 | -20 | 15 | 4
O=C(NCc1cccs1)c1ccc(Cl)c(S(=O)(=O)N2CCCC2)c1 | -1 | -0.2 | 0.3 | 1 | -1 | -2 | -2 | 5 | 6
Cc1cn2c(=O)c(C(=O)N3CCN(c4ccccc4)CC3)cnc2s1 | -1 | -0.9 | -0.1 | -4 | -4 | -1 | 2 | -2 | 5

For convenience, 3 of the compounds above.
SMILES | Fh CTSL1 inh | PP5 inh | Efflux pump inh | PP1 inh | TPT1 inhibitor | procasp3 activ | JMJD2C inh | HCV core dimer | proCasp7 act
COC(=O)c1ccc(Cl)c(NC(=O)NC23CC4CC(CC(C4)C2)C3)c1 | -1 | 4.2 | -0.1 | 6 | -4 | 11 | -20 | 15 | 4
O=C(NCc1cccs1)c1ccc(Cl)c(S(=O)(=O)N2CCCC2)c1 | -1 | -0.2 | 0.3 | 1 | -1 | -2 | -2 | 5 | 6
Cc1cn2c(=O)c(C(=O)N3CCN(c4ccccc4)CC3)cnc2s1 | -1 | -0.9 | -0.1 | -4 | -4 | -1 | 2 | -2 | 5
